# Screening data (PubChem)
# HADH2 inhib – qHTS Assay for Inhibitors of HADH2 (Hydroxyacyl-Coenzyme A Dehydrogenase, Type II); 3.4% of 73,000 active; recombinant HADH2, NADH fluorescence, beta-hydroxybutyryl-CoA; 3-hydroxyacyl-CoA dehydrogenase type-2 (Homo sapiens), Q99714; Potency, µM (doses to about 57.1 µM), inactives show top-dose activity change, negative = inhibition, actives largely listed as inhibitors; AID 886, 2007; further: potency means the concentration at half of the fitted maximal effect; on the % scale 0 is the no-effect control and ±100 the full control effect; nearly all actives have a fitted effect of over 60% in size; many of its hits are not listed in these tables
#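 Activity measured as NADH fluorescence gain (360/450 nm), taken as the change between first and last reads of a 4-min kinetic run. Conditions: pH 9.0 Tris buffer, 20 nM E. coli-expressed His-tagged enzyme, 1 mM NAD+, 90 uM beta-hydroxybutyryl-CoA; 15-min compound preincubation.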
# DNA Pol III inh – qHTS Assay for Inhibitors of DNA Polymerase III Holoenzyme System; reconstituted DNA polymerase III holoenzyme replication, biochemical; Potency, µM (series often up to 57.1 µM), for the others: top-dose activity change, negative = inhibition; 0.25% of 71,000 active; further: potency means the concentration at half of the fitted maximal effect; on the % scale 0 is the no-effect control and ±100 the full control effect
#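 Reconstituted *E. coli* holoenzyme (0.35 nM Pol III, 1 nM beta, 154 nM SSB, 2 nM primase) was preincubated with compound for 15 min at RT. Synthesis on 1.4 nM ssM13Gori ran 35 min, then was stopped with PicoGreen/EDTA and read as dsDNA fluorescence.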
# Tau filament bind – qHTS Assay for Tau Filament Binding. Microtubule-associated protein tau (Homo sapiens), P10636. recombinant tau filaments, thioflavin S fluorescence, 15 h; filaments grown with octadecylsulfate alongside compound. 2% of 71,000 active. Potency, µM (titrated, usually from 57.1 µM), inactives show top-dose activity change, negative = inhibition;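 further: potency means the concentration at half of the fitted maximal effect; on the % scale 0 is the no-effect control and ±100 the full control effect; actives lower thioflavin S fluorescence by blocking filaments or displacing dye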
# Target sequence (P10636 whole entry, looked up): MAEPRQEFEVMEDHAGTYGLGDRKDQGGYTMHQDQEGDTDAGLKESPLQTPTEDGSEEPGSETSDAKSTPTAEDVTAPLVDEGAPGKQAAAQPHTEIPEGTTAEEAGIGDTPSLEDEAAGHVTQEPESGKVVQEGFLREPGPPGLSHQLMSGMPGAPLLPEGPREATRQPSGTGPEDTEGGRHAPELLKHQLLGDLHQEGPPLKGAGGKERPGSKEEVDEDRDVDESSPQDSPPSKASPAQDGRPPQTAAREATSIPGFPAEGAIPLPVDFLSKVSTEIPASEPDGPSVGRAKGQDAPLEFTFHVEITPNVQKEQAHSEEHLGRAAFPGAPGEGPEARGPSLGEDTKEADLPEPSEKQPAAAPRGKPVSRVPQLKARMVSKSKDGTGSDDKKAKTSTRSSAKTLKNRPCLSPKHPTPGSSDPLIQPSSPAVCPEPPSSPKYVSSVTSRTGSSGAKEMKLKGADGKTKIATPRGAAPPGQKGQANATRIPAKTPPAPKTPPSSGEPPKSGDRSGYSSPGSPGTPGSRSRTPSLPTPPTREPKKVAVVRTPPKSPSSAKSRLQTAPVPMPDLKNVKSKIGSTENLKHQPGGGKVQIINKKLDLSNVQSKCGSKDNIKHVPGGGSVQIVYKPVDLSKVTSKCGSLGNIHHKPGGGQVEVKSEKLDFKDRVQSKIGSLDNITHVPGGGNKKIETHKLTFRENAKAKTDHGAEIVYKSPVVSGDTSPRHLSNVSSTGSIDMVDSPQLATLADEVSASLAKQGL
#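 Assay mix: 1 uM His-tagged tau, 30 uM sodium octadecylsulfate, thioflavine S dye in HEPES/NaCl/DTT buffer. Compound is added prior to the inducer. Fluorescence after 15 h at 37 C.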
# Caspase-7 inhib – qHTS Assay for Allosteric/Competitive Inhibitors of Caspase-7; Potency, µM (series often up to 57.5 µM), for inactives: top-dose activity change, negative = inhibition, actives largely listed as inhibitors; AID 889, 2007; recombinant caspase-7, Ac-DEVD-AFC fluorescence rate; P55210; 0.02% of 75,000 active; active means well fitted inhibition curve with a large enough effect in the main read-out, with a control signal flat, not every such curve was filed as active; inconclusive means small, poorly fitted or top-dose-only effect, or a change in a side signal; further: potency means the concentration at half of the fitted maximal effect; % of control where 0% means no effect
# BRCT PPI green – qHTS Assay for Inhibitors of BRCT-Phosphoprotein Interaction (Green Fluorophore). Potency, µM (highest dose often 76.9 µM), inactives show at the top dose activity change, negative = inhibition, most hits filed as inhibitors. BRCA1 BRCT-phosphopeptide binding, green fluorescence polarization. Breast cancer type 1 susceptibility protein (Homo sapiens), P38398. 0.05% of 75,000 active. AID 875, 2007;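 further: potency means the concentration at half of the fitted maximal effect; plate controls were peptide without protein for full effect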
#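 Fluorescence polarization: His-tagged BRCT (~35 kDa BRCA1 C-terminus, 250 nM) bound to 100 nM fluorescein-labeled phosphorylated 10-aa BACH1 peptide, pH 7.3 phosphate buffer with DTT and Tween 20. Compounds incubated 12 min at room temperature; inhibition read as lowered polarization.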
# Caspase-1 inhib – qHTS Assay for Allosteric/Competitive Inhibitors of Caspase-1; 0.03% of 75,000 active; Caspase-1 enzyme, Ac-WEHD-AFC fluorogenic rate; AID 900, 2007; P29466; Potency, µM (doses to about 57.5 µM), for the others: at the top dose activity change, negative = inhibition, most hits filed as inhibitors;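 further: potency means the concentration at half of the fitted maximal effect; plate controls were vehicle for no effect and no substrate for full effect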
# Target sequence (P29466 120-297 limits assumed): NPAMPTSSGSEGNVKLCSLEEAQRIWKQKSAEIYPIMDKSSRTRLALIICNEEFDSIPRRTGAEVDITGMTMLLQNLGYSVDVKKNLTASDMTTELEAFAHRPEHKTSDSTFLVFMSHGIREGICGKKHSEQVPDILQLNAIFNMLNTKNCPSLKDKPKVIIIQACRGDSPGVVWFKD
# Target sequence (P29466 317-404 limits assumed): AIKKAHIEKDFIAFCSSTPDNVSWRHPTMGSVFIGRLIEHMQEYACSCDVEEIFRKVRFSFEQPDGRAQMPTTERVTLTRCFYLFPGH
# BRCT inh red – qHTS Assay for Inhibitors of BRCT-Phosphoprotein Interaction (Red Fluorophore); Breast cancer type 1 susceptibility protein (Homo sapiens), P38398; BRCT-phosphopeptide binding, red fluorescence polarization; Potency, µM (titrated, usually from 76.9 µM), inactives show top-dose activity change, negative = inhibition, hits mostly inhibitors; 0.03% of 75,000 active; further: on the % scale 0 is the no-effect control and ±100 the full control effect
#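 Rhodamine-labelled pBACH1 10-mer (100 nM) bound to BRCT domain (100 nM) at pH 7.3; compounds incubated 12 min room temperature, polarization read. Free peptide defines full inhibition; unlabelled decapeptide titrated as control.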
# USP2a inh – qHTS Assay for Inhibitors of Ubiquitin-specific Protease USP2a. Potency, µM (top dose mostly 38.3 µM), inactives show top-dose activity change, negative = inhibition, hits mostly inhibitors. 0.1% of 60,000 active. AID 927, 2007. Ubiquitin carboxyl-terminal hydrolase 2 (Homo sapiens), O75604. USP2a enzymatic assay, qHTS inhibition;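 further: potency means the concentration at half of the fitted maximal effect; nearly all actives have a fitted effect of over 60% in size; plate controls were DMSO for no effect and NEM full inhibition control for full effect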
#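 20 nM USP2 core + cpd, 30 min RT; add 20 nM Ub-PLA2/20 uM NBD C6-HPC; read Ex460/Em535 at 0 h and 2.5 h. Normalized to NEM; qHTS curve fit/classification.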
# ALOX15 inhib – qHTS Assay for Inhibitors of 15-hLO (15-human lipoxygenase) | purified 15hLO-1, xylenol orange hydroperoxide absorbance | Potency, µM (series often up to 57.1 µM), inactives show at the highest dose activity change, negative = inhibition, most hits filed as inhibitors | 1.4% of 74,000 active | AID 887, 2007; further: potency means the concentration at half of the fitted maximal effect; on the % scale 0 is the no-effect control and ±100 the full control effect; nearly all actives have a fitted effect of over 55% in size
#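 Hydroperoxide formed from arachidonic acid (50 uM) by purified human 15hLO-1 (40 nM) oxidizes ferrous iron, and the ferric-xylenol orange complex is read at 573 versus 405 nm. Compounds were preincubated 15 min; reaction ran 6 min at room temperature.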
# HEK293 cAMP ctrl – qHTS Assay for Agonists of the Thyroid Stimulating Hormone Receptor: Activators of Intracellular cAMP Concentrations in Parental HEK 293; parental HEK293 CNG cAMP sensor, membrane potential fluorescence; Potency, µM (series often up to 57.1 µM), without a hit: top-dose activation, usual class: activators; 2.5% of 73,000 active; AID 938, 2007; further: potency means the concentration at half of the fitted maximal effect; % of control where 0% means no effect; nearly all actives have a fitted effect of over 55% in size
#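 Counterscreen for endogenous-receptor signalling: CNG-channel HEK 293 cells report cAMP rise by membrane depolarization. After 60 min dye equilibration with 100 uM RO 20-1724, compounds incubated 30 min before bottom-read fluorescence at 590 nm.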
# Rhodamine fluor – qHTS Assay for Spectroscopic Profiling in Rhodamine Spectral Region; Rhodamine-region fluorescence, 547/598 nm, Tris buffer; hits give high values; max dye-equivalent concentration, M; 0.05% of 59,000 active; AID 594, 2007; in the data active means max dye-equivalent concentration above about 11 nM; inconclusive means between about 1.1 nM and that limit
#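 qHTS spectral profiling of compounds without any target or enzyme present, in pH 8.0 Tris buffer; plates were read after a 15-minute room-temperature incubation using the rhodamine-region filter set.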
# Numbers without * were called inactive; i = inactive; ? = inconclusive; / = no result given; & = joins results of further samples; ! = a repeat was not active; [ ] = remark or other dose. Unless noted, the call rests on the fitted dose curve; in most records, active means well fitted curve in the direction sought with a large enough effect; inconclusive means small, poorly fitted or top-dose-only effect, or another doubt; inactive means no such curve, though single readings can be large; an effect the other way counts as inactive or inconclusive.
# Order of values: HADH2 inhib	DNA Pol III inh	Tau filament bind	Caspase-7 inhib	BRCT PPI green	Caspase-1 inhib	BRCT inh red	USP2a inh	ALOX15 inhib	HEK293 cAMP ctrl	Rhodamine fluor
> Cn1c(=O)c(=O)n(C)c2cc(S(=O)(=O)N3CCC(Cc4ccccc4)CC3)ccc21
 : 239%[activator]	1%	-2%	-2%	-1.9%	1%	-0.7%	11%	-7%	23%	i
> O=C(CCN1C(=O)C2C3C=CC(C3)C2C1=O)N1CCN(c2ccccc2Cl)CC1 (stereo not drawn)
 : 5%	-1%	6%	1%	-1.0%	1%	0.2%	5%	9%	17%	i
> CCOc1ccc(NC(=O)CSc2nnc(Cc3cccn3C)n2-c2ccc(OC)cc2)cc1
 : -3%	4%	19%	1%	-0.5%	-1%	-0.6%	16%	3%	8%	i
> COc1ccccc1Nc1nc(N)nc(CN2CCN(Cc3ccccc3)CC2)n1
 : 16%	2%	-7%	2%	-2.4%	2%	-0.2%	28%	21%	15%	i
> Cc1cccc2cc(C(c3nnnn3CC3CCCO3)N3CCc4ccccc4C3)c(=O)[nH]c12 (stereo not drawn)
 : 8%	-7%	7%	-12%	-0.8%	?	-0.3%	/	-7%	4%	i
> Cc1cc(C)c(-c2cc(NC(=O)CSc3nncn3C)n(-c3ccccc3)n2)cc1C
 : 5%	0%	31%	0%	0.8%	2%	-1.2%	37%[activator]	5%	5%	i
> CCC(=O)N1CCc2cc(Br)cc(S(=O)(=O)NCC3CCCO3)c21 (stereo not drawn)
 : 9%	-4%	-4%	0%	1.5%	0%	-2.0%	8%	3%	-12%	i
> CCN(CC)S(=O)(=O)c1ccc2c(c1)c(=O)c(C(=O)N1CCc3ccccc3C1)cn2C
 : -9%	-2%	3%	1%	2.6%	0%	-0.4%	31%[activator]	-2%	2%	i
> CCN(CC)S(=O)(=O)c1ccc2nc(NC(=O)c3cccs3)sc2c1
 : ?	1%	54%	-5%	2.8%	?	-2.5%	44%[activator]	-19%	?	i
> Cn1c(=O)c2[nH]c(CCCCC(=O)O)nc2n(C)c1=O
 : 11%[11.4 µM]	-9%[11.4 µM]	2%[11.4 µM]	0%[11.5 µM]	-0.1%[15.4 µM]	-2%[11.5 µM]	-2.0%[15.4 µM]	/	2%[11.4 µM]	3%[11.4 µM]	i
> CCN1CCN(Cc2ccc(OC)c(OCc3ccccc3)c2)CC1
 : ?	1%	-14%	-2%	0.5%	0%	-2.7%	7%	-8%	6%	i
> O=C(NCc1cccs1)C1CCCN1C(=O)Nc1ccccc1 (stereo not drawn)
 : 12%	0%	10%	4%	0.7%	1%	-0.2%	-2%	10%	-2%	i
> COc1ccc(NC(=O)C2CCCN(S(=O)(=O)c3cccnc3)C2)c(OC)c1 (stereo not drawn)
 : 9%	-3%	3%	-1%	-1.9%	-3%	-2.0%	/	-1%	1%	/
> CCOC(=O)c1c(NC(=O)CSc2nc3c(c(=O)n(C)c(=O)n3C)n2CC)sc(C)c1C
 : 20%	-2%	-12%	1%	-1.4%	1%	0.8%	3%	0%	6%	i
> C=CCSc1nnc(-c2ccncc2)n1-c1ccc(OCC)cc1
 : 2%	-2%	-6%	-1%	0.3%	-1%	-0.4%	6%	7%	27%	i
> Cc1cc(Nc2ccc(F)cc2Cl)n2nc(C)nc2n1
 : 14%	-4%	3%	0%	0.8%	-1%	-0.1%	/	1%	5%	/
> c1ccc(-n2nnnc2OCCOc2nnnn2-c2ccccc2)cc1
 : 4%	0%	2%	-1%	1.0%	3%	-1.5%	0%	5%	?	i
> Cc1ccc(OCCC(=O)OCC(=O)Nc2ccc(Cl)cn2)cc1
 : -8%	-2%	15%	-3%	-1.1%	-4%	-0.5%	17%	-21%	3%	i
> CC(NC(=O)c1nn(C)c(=O)c2ccccc12)c1ccccc1 (stereo not drawn)
 : -2%	-3%	10%	1%	0.8%	-1%	-1.2%	2%	4%	10%	i
> CC1CCCN(C(=O)Cn2nnc(-c3cccnc3)n2)C1 (stereo not drawn)
 : 9%	6%	-1%	-3%	-2.1%	0%	-0.3%	-15%	11%	8%	i

# Limited to Caspase-1 inhib and HADH2 inhib (two entries from above):
mol	Caspase-1 inhib	HADH2 inhib
Cc1cc(C)c(-c2cc(NC(=O)CSc3nncn3C)n(-c3ccccc3)n2)cc1C	2%	5%
CCN1CCN(Cc2ccc(OC)c(OCc3ccccc3)c2)CC1	0%	?

# (cont.)
# Order of values: HADH2 inhib	DNA Pol III inh	Tau filament bind	Caspase-7 inhib	BRCT PPI green	Caspase-1 inhib	BRCT inh red	USP2a inh	ALOX15 inhib	HEK293 cAMP ctrl	Rhodamine fluor
> O=C(c1cc2ccccc2oc1=O)N(Cc1ccco1)CC1CCCO1 (stereo not drawn)
 : 1%	1%	-1%	6%	-1.6%	-1%	0.5%	-1%	6%	2%	i
> Fc1ccc([C@H]2CCNCC2COc2ccc3c(c2)OCO3)cc1 (stereo partly drawn)
 : /	/	/	2%	-1.7%[3.08 µM]	-2%	-1.9%	75%[activator]	-2%	/	/
> Cc1cc(C)n(-c2ccc3cccc(NS(C)(=O)=O)c3n2)n1
 : 12%	2%	42%	1%	0.2%	-3%	-0.3%	10%	33%[activator]	?	i
> O=C(Nc1ccc(Cl)cc1)N(Cc1nnc2n1CCCCC2)c1ccccc1
 : 8%	-5%	14%	-1%	-1.4%	-2%	1.4%	11%	1%	8%	i
> O=c1c(-c2ccco2)[n+]([O-])c2ccccc2n1OCc1ccccn1
 : -22%	-3%	22%	-10%	-1.9%	-9%	0.4%	-3%	-15%	1%	i
> Cc1c(NC(=O)c2cc(C(C)C)on2)c(=O)n(-c2ccccc2)n1C
 : 1%	-8%	-1%	0%	-3.0%	-2%	0.9%	4%	0%	6%	i
> CN1C(=O)C2(C(C#N)=C(N)Oc3n[nH]c(-c4ccc(Cl)cc4)c32)c2ccccc21 (stereo not drawn)
 : -4%	-3%	11%	2%	-2.1%	0%	0.8%	-6%	6%	5%	i
> COc1ccc(CC(NC(C)=O)C(=O)NC2CCN(c3nnnn3-c3ccccc3)CC2)cc1 (stereo not drawn)
 : 11%	-4%	1%	6%	-0.9%	0%	-1.3%	-5%	1%	?	i
> CSc1cccc(NC(=O)COc2ccccc2)c1
 : 1%	3%	-2%	3%	-0.4%	-2%	-1.4%	-2%	1%	13%	i
> CC1(C)C2(Cl)C(Cl)C(Cl)C(Cl)(C(Cl)Cl)C1(Cl)C2Cl (stereo not drawn)
 : /	/	/	1%	-1.8%	-1%	1.0%	-11%	-2%	/	/
> c1ccc2[nH]c(CN3CCN(c4ncnc5c4oc4ccccc45)CC3)nc2c1
 : 7%	-11%	25%	-2%	3.8%	-3%	0.1%	59%[activator]	-11%	0%	i
> COc1ccccc1-c1ccc2ncnc(N3CCOCC3)c2c1
 : -7%	-11%	11%	0%	7.6%	-2%	-0.9%	7%	-1%	?	i
> CCCCCCCCCCCC1=C(O)C(=O)C=C(O)C1=O
 : ?	6.3µM*!	3.2µM*	-14%	-6.4%	-5%	-17%	60%[activator]	5µM*	4%&-1%	i
> O=C(CCSCCC(=O)N1CCCC1)N1CCCC1
 : -12%	-6%	-4%	0%	-0.7%	-1%	1.3%	2%	2%	6%	i
> CCn1cc(C(=O)O)c(=O)c2cc(S(=O)(=O)N(C)C)ccc21
 : -8%	0%	0%	-2%	-2.3%	-1%	1.3%	-1%	11%	5%	i
> O=C(CCCN1C(=O)CCC1=O)Nc1ccc2c(c1)OCCO2
 : -15%	-4%	8%	1%	-1.5%	-1%	-0.2%	-6%	3%	2%	i
> COc1ccc(OCC(=O)Nc2ccc3c(c2)nc2n3CCSC2)cc1
 : ?	-4%	0%	-12%	3.1%	-13%	1.8%	43%[activator]	-11%	-20%	i
> O=S(=O)(CCOc1ccccc1)c1nc2ccccc2[nH]1
 : 9%	-8%	6%	1%	-1.0%	0%	-0.8%	-7%	-6%	0%	i

# Not all compounds are listed, so the mix of outcomes need not match the whole.
